GPR151 ag: activates the human receptor GPR151; Q8TDV0; PathHunter beta-arrestin GPR151 cells, luminescence; activation, % at 11.2 µM; 1% of 650,000 active; AID 1508602; in the data active = activation above about 4.9%;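 also: 0% = median of compound wells and 100% = cells with positive control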
Target sequence (Q8TDV0 whole entry, looked up): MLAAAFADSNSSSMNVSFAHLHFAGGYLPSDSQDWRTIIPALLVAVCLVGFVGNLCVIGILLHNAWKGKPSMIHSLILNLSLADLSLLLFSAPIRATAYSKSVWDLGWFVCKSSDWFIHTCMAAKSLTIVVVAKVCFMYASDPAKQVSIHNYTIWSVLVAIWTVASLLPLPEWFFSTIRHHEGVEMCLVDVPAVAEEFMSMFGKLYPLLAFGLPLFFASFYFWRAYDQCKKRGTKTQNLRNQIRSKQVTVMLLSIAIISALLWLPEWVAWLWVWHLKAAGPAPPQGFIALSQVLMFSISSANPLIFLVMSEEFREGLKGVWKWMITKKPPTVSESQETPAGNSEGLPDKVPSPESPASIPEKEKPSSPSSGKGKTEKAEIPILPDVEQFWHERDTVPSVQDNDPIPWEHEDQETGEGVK
TEAD-YAP block: TEAD-YAP interaction inhibition. HEK-TIYL cells, TEAD-Gal4/YAP UAS-luciferase luminescence. inhibition, % at 9.12 µM. 1.4% of 640,000 active. AID 1259422; in the data active = inhibition above about 32%;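 also: 0% = median of test compound wells and 100% = reference inhibitor wells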
MITF primary: blocks human microphthalmia-associated transcription factor; AID 1259374; O75030; 0.91% of 650,000 active; AlphaScreen MITF homodimerization, bead proximity signal; inhibition, % at 2.6 µM; in the data active = inhibition above about 50%;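 also: 0% = vehicle wells with protein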
Target sequence (O75030 whole entry, looked up): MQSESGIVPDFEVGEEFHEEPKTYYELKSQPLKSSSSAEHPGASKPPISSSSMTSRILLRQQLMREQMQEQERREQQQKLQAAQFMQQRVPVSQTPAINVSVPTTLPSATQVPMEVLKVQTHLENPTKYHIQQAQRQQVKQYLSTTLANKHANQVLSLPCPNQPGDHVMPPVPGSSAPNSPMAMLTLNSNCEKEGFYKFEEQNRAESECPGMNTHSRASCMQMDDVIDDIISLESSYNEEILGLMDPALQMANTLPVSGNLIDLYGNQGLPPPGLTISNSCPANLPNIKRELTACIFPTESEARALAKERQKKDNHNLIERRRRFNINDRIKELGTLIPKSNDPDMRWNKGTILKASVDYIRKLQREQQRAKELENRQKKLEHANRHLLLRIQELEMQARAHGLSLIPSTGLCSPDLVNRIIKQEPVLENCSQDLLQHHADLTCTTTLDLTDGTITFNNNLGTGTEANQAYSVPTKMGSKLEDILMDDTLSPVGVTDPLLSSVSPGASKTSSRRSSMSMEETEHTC
FBW7 activator: activators of human E3 ligase FBW7 | Q969H0 | AlphaScreen FBW7–phospho-cyclin E peptide binding, activator screen | normalized activity (activation), % at 26.1 µM | 0.13% of 650,000 active; in the data active = normalized activity above about 1.9%;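 also: purified mutant Fbw7 with reduced substrate affinity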
* marks the source's active call; other numbers are inactive results; & = joins results of further samples. This is a random part of the collection; about 3.4% have a hit in one of these screens.

SMILES	GPR151 ag	TEAD-YAP block	MITF primary	FBW7 activator
COc1cc(C#N)ccc1OCc1cccc(Cl)c1	-1.1	-43.9	7.6	0.3
CCN=c1scc(-c2ccc(O)c(C(N)=O)c2)n1/N=C/c1cccc(OC)c1	0.8	-14.2	-3.3	0.1
CCOC(=O)C1=C(C)NC(=S)N(C(C)=O)C1c1cccc([N+](=O)[O-])c1 (stereo unspecified)	-0.2	1.5	5.5	0.0
CC1=NN(c2ccc(C(=O)O)cc2)C(=O)/C1=C\c1ccc(O)cc1	-1.1	8.9	6.0	-0.1
Cc1ccnc(SCC(=O)Nc2ccccc2C#N)n1	1.2	8.0	21.7	0.0
CCOc1ccccc1CNC(=O)C1CCN(C(=O)N2CC(C)Oc3ccccc32)CC1 (stereo unspecified)	-2.1	1.0	-6.2	-0.1
COc1ccc(C(=O)Nc2ccc(NC(=O)c3cnccn3)cn2)cc1	-0.1	-2.8	3.5	-0.1
Cc1ccc(/C=N/NS(=O)(=O)c2ccccc2)c(C)c1C	0.5	3.4	1.9	-0.2
O=C(/C=C/c1cccc([N+](=O)[O-])c1)Nn1c(-c2ccccc2F)nc2ccccc2c1=O	-0.4	12.7	3.2	0.2
CC(=O)Nc1ccc(N=Cc2cc(C)ccc2O)cc1	-0.8	-0.3	1.7	0.1
CC(C)C(NS(=O)(=O)c1ccc(Oc2ccccc2Cl)cc1)C(=O)O (stereo unspecified)	-0.7	-4.8	-12.9	0.1
CCOC(=O)C(=NCCO)NNc1cc(Cl)ccc1Cl	-0.2	2.4	0.4	-0.4
CCN(CC)C(=O)CN1CCCC(c2ncncc2-c2ccncc2)C1 (stereo unspecified)	-0.9	6.1	24.4	0.3
Cc1ccc(/C=C(\C#N)C(=O)N2CCCC2)c(C)c1	-2.1	-40.6	4.0	-0.1
O=C(Nc1ccc(F)cc1)C1CC(=O)N(CCc2ccccc2)C(=Nc2ccc(F)cc2)S1 (stereo unspecified)	-1.6	0.1	8.4	0.5
COc1ccc(/C=C/C(=O)NCC2CCCO2)cc1 (stereo unspecified)	0.2	-32.8	3.9	-0.3
CCC(=O)Nc1sc2c(c1C(=O)OC)CCCC2	-0.4	11.9	8.4	-0.2
CCNc1nc(NC(C)C)nc(NS(=O)(=O)c2ccc(Cl)cc2)n1	0.0	3.1	-7.3	0.1
Cc1ccc(N2C(=O)CSC2c2ccc(C3SCC(=O)N3c3ccc(C)c(F)c3)cc2)cc1F (stereo unspecified)	1.9	-3.3	1.3	-0.1
Cc1ccc(-n2c(=S)sc3c(=O)n(-c4ccccc4)c(SCC#N)nc32)cc1C	-1.4	-18.4	6.9	0.2
COc1ccc(N(CC(=O)NC(C(C)C)C(C)C)S(C)(=O)=O)cc1Cl	0.9	2.2	-19.6	-0.1
COc1cc(Br)cc(/C=C2/SC(=Nc3ccccc3Cl)NC2=O)c1O	0.5	-1.4	13.0	-0.1
Cc1ccc2nc(N3CCN(Cc4nnnn4C4CCCCC4)CC3)c(C#N)cc2c1	0.6	6.6	-7.4	0.1
CCC(C)NC(=O)c1cnn2c1NC(c1ccc(OC)cc1)CC2C(F)(F)F (stereo unspecified)	-0.6	-22.1	-2.3	-0.2
C=CCNC(=O)CN(C)S(=O)(=O)c1ccc(Cl)cc1	-1.2	-9.3	-17.1	0.2

At a glance, part of the list above:
SMILES	GPR151 ag	TEAD-YAP block	MITF primary	FBW7 activator
CC1=NN(c2ccc(C(=O)O)cc2)C(=O)/C1=C\c1ccc(O)cc1	-1.1	8.9	6.0	-0.1
Cc1ccnc(SCC(=O)Nc2ccccc2C#N)n1	1.2	8.0	21.7	0.0
CCOc1ccccc1CNC(=O)C1CCN(C(=O)N2CC(C)Oc3ccccc32)CC1 (stereo unspecified)	-2.1	1.0	-6.2	-0.1
COc1ccc(C(=O)Nc2ccc(NC(=O)c3cnccn3)cn2)cc1	-0.1	-2.8	3.5	-0.1
Cc1ccc(/C=N/NS(=O)(=O)c2ccccc2)c(C)c1C	0.5	3.4	1.9	-0.2
O=C(/C=C/c1cccc([N+](=O)[O-])c1)Nn1c(-c2ccccc2F)nc2ccccc2c1=O	-0.4	12.7	3.2	0.2
CC(=O)Nc1ccc(N=Cc2cc(C)ccc2O)cc1	-0.8	-0.3	1.7	0.1

Going on with the list.
SMILES	GPR151 ag	TEAD-YAP block	MITF primary	FBW7 activator
Cn1c(=O)[nH]c(=O)c2c1nc(SCCO)n2CC(N)=O	-0.3	5.1	7.2	0.5
Nc1[nH]c(N=NC(=O)c2cccnc2)c2ccccc12	0.8	-19.5	-1.9	-0.3
Cc1cc(F)ccc1NC(=O)C1CCCCC1C(=O)O (stereo unspecified)	0.9	5.6	8.2	-0.1
O=C(Nc1nc2c(Cl)cccc2s1)c1ccc2c(c1)OCCO2	0.5	-36.7	-5.2	0.1
CCN(CC)S(=O)(=O)c1ccc2c(c1)c(=O)c(C(=O)NCCOC)cn2C	2.3	-1.5	1.1	0.1
Cc1ccc(F)cc1NC(=O)C12CC3CC(CC(O)(C3)C1)C2	-0.9	3.6	3.6	-0.2
CCCOc1ccccc1/C=N/NC(=O)C(O)c1ccc(Br)cc1 (stereo unspecified)	0.1	5.6	-14.8	0.6
Cc1ccc(OCC(=O)Nc2ccc3c(c2)C(=O)N(CCC(=O)O)C3=O)cc1	-0.2	9.4	-20.8	-0.3
CCc1cc(C)cc(OCCOc2ccc(/C=C3/C(=N)N4N=C(C5CCCCC5)SC4=NC3=O)cc2OC)c1	-0.2	12.8	11.0	0.4
CN(CC(=O)NCc1ccc(F)cc1)S(=O)(=O)c1cccs1	0.3	-6.8	9.8	-0.1
Cc1onc(-c2ccccc2)c1C1=N/C(=C\c2ccc(Cl)c(Cl)c2)C(=O)O1	4.8	-3.3	-4.9	0.0
O=C(CC1C(=O)NCCN1Cc1ccccn1)NCC1(c2ccccc2)CCCC1 (stereo unspecified)	-2.4	2.5	7.7	0.3
COc1ccc(C(=O)Nc2sc(C(=O)N3CCCC3)c(C)c2C#N)cc1OC	1.1	1.6	-1.8	0.1
CC(=O)OC(OC(C)=O)c1ccccc1[N+](=O)[O-]	0.2	-2.1	0.2	0.0
CC(C)C(=O)NC(C)c1nnc2n1CCN(Cc1cccc(Cl)c1)CC2 (stereo unspecified)	-0.2	-0.2	2.2	0.0
Cc1ccc2c(CC(=O)O)cc(=O)oc2c1	-0.2	0.3	-6.8	0.2
COc1cc(C2C(C(=O)Nc3ccc(C)cn3)=C(C)NC3=C2C(=O)CC(C)(C)C3)ccc1O (stereo unspecified)	0.9	3.8	16.9	0.0
CC[n+]1c(-c2ccc([N+](=O)[O-])cc2)csc1Nc1cccc2ccccc12	-1.4	-4.9	13.5	0.3
CCn1c(/N=C/c2ccc(O)cc2)nc2ccccc21	-0.9	-2.4	0.6	-0.1
Cc1ccc2cccnc2c1[N+](=O)[O-]	-0.5	4.4	-16.5	0.1
COC(=O)c1ccc(NC(=O)c2ccc(F)cc2)cc1	-4.7	-42.5	10.9	0.4
COc1ccc(CNC(=O)CSc2ncnc3nc[nH]c23)cc1	-0.1	-6.5	17.4	-0.1
COCCn1c(COc2ccc(Cl)cc2)nnc1SCC(N)=O	-0.8	-4.2	3.8	0.0
Cc1cc(C(=O)NC(C)C2CCCO2)no1 (stereo unspecified)	-0.8	-4.2	2.8	0.1
Cc1ccc(-c2csc3ncn(CC(=O)Nc4ccc5c(c4)OCCO5)c(=O)c23)cc1	0.6	-1.4	-0.3	-0.1

Three entries already listed, ordered by count of non-hydrogen atoms, rising.
SMILES	GPR151 ag	TEAD-YAP block	MITF primary	FBW7 activator
Cc1ccc2c(CC(=O)O)cc(=O)oc2c1	-0.2	0.3	-6.8	0.2
Cc1cc(F)ccc1NC(=O)C1CCCCC1C(=O)O (stereo unspecified)	0.9	5.6	8.2	-0.1
CCCOc1ccccc1/C=N/NC(=O)C(O)c1ccc(Br)cc1 (stereo unspecified)	0.1	5.6	-14.8	0.6

Next part.
SMILES	GPR151 ag	TEAD-YAP block	MITF primary	FBW7 activator
Cc1ccccc1NC(=O)C1CCC(=O)N1C(=O)OCc1ccccc1 (stereo unspecified)	-1.6	7.0	-3.5	0.1
CCCn1c(=O)c(C(=O)Nc2cc([N+](=O)[O-])ccc2O)c(O)c2ccccc21	1.7	-5.1	-1.2	0.0
CC(C)(C)C1CCC(OC(=O)CCC(=O)N2CCCCC2)CC1 (stereo unspecified)	10.8*	-44.0	-8.8	-0.2
CC1=NNC(=O)C1CCC(=O)N/N=C(\C)c1ccc2ccccc2c1 (stereo unspecified)	2.7	-0.2	-3.5	0.1
CCc1[nH]n2c(=O)c(Cl)c(C)nc2c1-c1ccccc1	-0.3	-0.9	9.0	1.3
O=S(=O)(c1ccc(Br)cc1)N1CCCc2ccccc21	-0.9	-2.6	-7.7	0.0
O=C(Nc1cc(Cl)ccc1Cl)/C(=C/c1cccc([N+](=O)[O-])c1)NC(=O)C1CCCCC1	1.3	-3.7	-2.8	-0.2
Cn1c(=O)oc2cc(S(=O)(=O)N3CCC(C(=O)Nc4ccccc4Cl)CC3)ccc21	0.6	-9.2	0.3	-0.1
CC(C)NC(=O)C(c1ccccc1)N1Cc2ccccc2C1=O (stereo unspecified)	-0.1	9.2	-5.8	-0.2
c1ccc2c(c1)nnn2Cc1nnc2sc(-c3ccc4c(c3)OCCO4)nn12	0.6	6.9	14.2	0.8
Cc1cc(OCCCn2ccnc2)ccc1[N+](=O)[O-]	3.6	3.8	38.9	0.0
COCCNC(=O)c1ccc(Cl)c([N+](=O)[O-])c1	-1.3	5.5	-3.6	-0.1
COc1cc(NC(=O)C2CC(c3ccccc3O)=NO2)cc(OC)c1OC (stereo unspecified)	-0.9&2.8	1.4&12.2	-6.0&4.3	-0.1&-0.1
COc1ccc(C2Oc3ccc(Br)cc3C3CC(c4ccc(C)cc4)=NN32)cc1OC (stereo unspecified)	-0.6	-63.5	13.2	0.1
O=[N+]([O-])c1cccc(S(=O)(=O)n2c(SCc3cccc(F)c3)nc3ccccc32)c1	-0.2	-62.3	2.1	-0.1
Cc1occc1C(=O)Nc1ccc([N+](=O)[O-])cn1	-7.3	-28.7	13.3	-0.2
O=C1/C(=C\c2ccco2)SC(=S)N1/N=C/c1cc([N+](=O)[O-])ccc1O	-0.2	-9.2	35.5	-1.1
OCCCNc1ccc2ncc(-c3ccccc3Cl)n2n1	2.0	8.0	85.4*	-0.1
Cc1ccc(C(=O)NCCc2nnc3ccc(NCCCOC(C)C)nn23)cc1	0.7	5.0	-1.7	0.2
CCc1ccccc1NC(=O)CN1CCC(NC(=O)NC2CCCCC2)CC1	-2.4	7.9	4.6	1.0
O=C(Nc1cccc(NC(=O)c2cc(Br)cc(Br)c2I)c1)c1ccco1	-0.6	-3.5	1.0	-0.1
Cc1ccnc(NC(c2cccs2)c2ccc3cccnc3c2O)c1 (stereo unspecified)	0.1	52.0*	9.4	-1.8
O=C(Cc1ccncc1)N1CCNCC1	0.2	-6.8	4.3	0.3
COc1ccc2[nH]c3c(=O)n(CCCCCC(=O)NCC(OC)OC)c(=S)[nH]c3c2c1	-0.6	-0.9	-19.4	-0.1
COc1ccc(NC(=O)C(=O)N/N=C/c2ccc(Cl)c(Cl)c2)c(OC)c1	-0.1	-3.6	3.2	-0.1
C/C(CCc1ccc2c(c1)OCO2)=N\Nc1ccccc1[N+](=O)[O-]	-0.9	-63.8	17.2	-0.5
O=C(CSc1ccccn1)N1CCN(c2cccc(Cl)c2)CC1	1.5	12.1	9.2	-0.1
COCCNCCOc1cc(C(C)C)ccc1C	-0.5	-2.4	15.0	-0.1

Exported with values under each structure: part of the list above.
The line under a structure holds: GPR151 ag, TEAD-YAP block, MITF primary, FBW7 activator
COCCn1c(COc2ccc(Cl)cc2)nnc1SCC(N)=O
    -0.8, -4.2, 3.8, 0.0
Cc1cc(C(=O)NC(C)C2CCCO2)no1 (stereo unspecified)
    -0.8, -4.2, 2.8, 0.1
Cc1ccc(-c2csc3ncn(CC(=O)Nc4ccc5c(c4)OCCO5)c(=O)c23)cc1
    0.6, -1.4, -0.3, -0.1
Cc1ccccc1NC(=O)C1CCC(=O)N1C(=O)OCc1ccccc1 (stereo unspecified)
    -1.6, 7.0, -3.5, 0.1
CCCn1c(=O)c(C(=O)Nc2cc([N+](=O)[O-])ccc2O)c(O)c2ccccc21
    1.7, -5.1, -1.2, 0.0

Screening results (PubChem BioAssay)
